Pf growth 48h: P. falciparum growth inhibition at 48 hours (one generation). P. falciparum luciferase growth in erythrocytes, 48 h. Potency, µM (highest dose often 28.7 µM), for the others: at the top dose activity change, negative = inhibition, usual class: inhibitors. 310,000 tested, 5.9% active. AID 504832; further: potency means the concentration at half of the fitted maximal effect; on the % scale 0 is the no-effect control and ±100 the full control effect
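A one-generation exposure of luciferase-tagged malaria parasites in RPMI 1640/Albumax erythrocyte culture, 37 C and 5% CO2. Inhibition is inferred from decreased luminescence after adding detection reagent.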
Giardia FBPA inh: Giardia lamblia aldolase inhibition | purified Giardia FBPA | Potency, µM (highest dose often 59.6 µM), for the others: top-dose activity, negative = inhibition, most hits filed as inhibitors | 290,000 tested, 0.71% active | AID 2451; further: potency means the concentration at half of the fitted maximal effect; on the % scale 0 is the no-effect control and ±100 the full control effect; nearly all actives have a fitted effect of over 55% in size
Target sequence (A8B2U2 whole entry, looked up): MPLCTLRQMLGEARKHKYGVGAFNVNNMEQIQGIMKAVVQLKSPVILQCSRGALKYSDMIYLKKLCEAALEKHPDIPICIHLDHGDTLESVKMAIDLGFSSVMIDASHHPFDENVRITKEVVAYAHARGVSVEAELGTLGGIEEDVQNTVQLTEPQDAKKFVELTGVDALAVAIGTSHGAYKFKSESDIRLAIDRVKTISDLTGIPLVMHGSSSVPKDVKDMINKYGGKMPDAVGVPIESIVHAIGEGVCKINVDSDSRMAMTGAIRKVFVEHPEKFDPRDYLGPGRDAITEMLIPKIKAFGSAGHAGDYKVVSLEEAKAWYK
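Giardia FBPA (40 nM reagent) was preincubated 10 min at RT with compound (up to 57.5 uM final), then substrate plus GAPDH/TPI/NAD/arsenate coupling system with diaphorase/resazurin was added; resorufin fluorescence (525/598 nm) was read after 20 min.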
Cycloheximide cs: affects cycloheximide protein synthesis inhibition readout, counter-screen; cell reporter, cycloheximide protein synthesis inhibition counterscreen; max response, %; 300,000 tested, 12% active; in the data active means max response mostly above about 13%, no sharp cut-off; inactive means mostly below about 14%; further: read at 38.3 µM for the half of the compounds with a filed dose; 0% is about no effect
Shiga inhibitor: Shiga toxin inhibition | Vero cells, Shiga toxin protein synthesis inhibition reporter | inhibition, % at 38.7 µM | 290,000 tested, 9.2% active | AID 2315; in the data active means inhibition mostly above about 28%, no sharp cut-off; inactive means mostly below about 43%; further: 0% is about no effect
Pf growth 96h: P. falciparum growth inhibition at 96 hour, primary screen for plastid delayed-death inhibitors. AID 504834. 320,000 tested, 6.9% active. Potency, µM (top dose mostly 28.7 µM), without a hit: at the top dose activity change, negative = inhibition, most hits filed as inhibitors. P. falciparum luciferase reporter growth, 96 h; further: potency means the concentration at half of the fitted maximal effect; on the % scale 0 is the no-effect control and ±100 the full control effect
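Compounds incubated with erythrocytes infected by luciferase-expressing P. falciparum (2% hematocrit, 0.05% parasitemia final) for 96 hours, 37 C in 5% CO2. Growth inhibition scored as decreased luciferase luminescence.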
Sm TGR inh: S. mansoni TGR enzyme inhibition | 360,000 tested, 3% active | AID 485364 | purified TGR, DTNB reduction, TNB absorbance 405 nm | Q962Y6 | Potency, µM (doses to about 114 µM), for the others: at the top dose activity change, negative = inhibition, actives largely listed as inhibitors; further: potency means the concentration at half of the fitted maximal effect; on the % scale 0 is the no-effect control and ±100 the full control effect; nearly all actives have a fitted effect of over 60% in size
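First, TGR (20 nM dispensed) and NADPH were mixed with compound. Second, a 15 min room-temperature incubation followed. Third, further NADPH and then DTNB were added to start the reaction. Finally, TNB absorbance was monitored kinetically.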
The depositor's hits bear a star; ? = inconclusive; / = no result given; [ ] = dose if it differs, or a comment. Unless noted, the call rests on the fitted dose curve; in most records, active means well fitted curve in the direction sought with a large enough effect; inconclusive means small, poorly fitted or top-dose-only effect, or another doubt; inactive means no such curve, though single readings can be large; an effect the other way counts as inactive or inconclusive.

cpd	structure	Cycloheximide cs	Pf growth 96h	Pf growth 48h	Sm TGR inh	Shiga inhibitor	Giardia FBPA inh
1	CC[C@H](C)[C@H](NC(=O)[C@H](CCC(=O)O)NC(=O)[C@@H](N)CO)C(=O)N[C@@H](CCC(N)=O)C(=O)N[C@@H](CC(C)C)C(=O)N[C@@H](CCSC)C(=O)N[C@@H](Cc1cnc[nH]1)C(=O)N[C@@H](CC(N)=O)C(=O)N[C@@H](CC(C)C)C(=O)NCC(=O)N[C@@H](CCCCN)C(=O)N[C@@H](Cc1cnc[nH]1)C(=O)N[C@@H](CC(C)C)C(=O)N[C@@H](CC(N)=O)C(=O)N[C@@H](CO)C(=O)N[C@@H](CCSC)C(=O)N[C@@H](CCC(=O)O)C(=O)N[C@@H](CCCNC(=N)N)C(=O)N[C@H](C(=O)N[C@@H](CCC(=O)O)C(=O)N[C@@H](Cc1c[nH]c2ccccc12)C(=O)N[C@@H](CC(C)C)C(=O)N[C@@H](CCCNC(=N)N)C(=O)N[C@@H](CCCCN)C(=O)N[C@@H](CCCCN)C(=O)N[C@@H](CC(C)C)C(=O)N[C@@H](CCC(N)=O)C(=O)N[C@@H](CC(=O)O)C(=O)N[C@H](C(=O)N[C@@H](Cc1cnc[nH]1)C(=O)N[C@@H](CC(N)=O)C(=O)N[C@@H](Cc1ccccc1)C(=O)O)C(C)C)C(C)C	-8	/	/	/	-5	-10%
2	CCC1CCCCN1C(=O)COc1ccc(F)cc1 (stereo not drawn)	1	116%[activator]	1%	-1%	-8	2%
3	CCCCNC(=O)c1ccc(-n2c(=S)[nH]c3ccccc3c2=O)cc1	3	49%[activator]	-5%	-10%	-5	5%
4	CC(C)CC1NC(=O)N(CC(=O)Nc2cc(F)ccc2F)C1=O (stereo not drawn)	/	37%[activator]	1%	-9%	/	/
5	CCc1ccc(NC(=O)CCNS(=O)(=O)c2cccc3nonc23)cc1	7	?	-15%	13%	16	1%
6	CCOC(=O)c1c(NC(=S)Nc2ccc(OC)cc2)sc2c1CCCCC2	6	?	3%	-1%	-4	-3%
7	O=C(C1CCCN(S(=O)(=O)c2cccc3nsnc23)C1)N1CCc2ccccc21 (stereo not drawn)	-2	?	-3%	-2%	-5	-3%
8	Cc1c(C(=O)N2c3ccccc3CC2C)oc2ccccc12 (stereo not drawn)	42*	91%[activator]	217%[activator]	3%	166*	/
9	CCOC(=O)c1c(NC(=O)c2ccc(Cl)s2)sc(C)c1C	-4	2%	6%	9%	7	4%
10	c1ccc2c(c1)-c1cccc3cccc-2c13	/	22%	8%	-2%	/	/
11	O=C(Nc1nnc(COc2ccccc2F)s1)Nc1ccccc1F	1	-1%	21%	9%	47	-2%
12	O=C(NC1CCCCC1)c1ccc(CS(=O)(=O)c2ccc(Cl)cc2)o1	-2	7%	6%	-30%	-1	/
13	Cc1ccc(CCNC(=O)C23C[C@H]4C[C@@H](C2)CC(n2nnc(C)n2)(C4)C3)cc1	41*	32%[activator]	-25%	2%	59	3%
14	Cc1cccc(NC(=O)N2CCCc3ccccc32)c1C	36*	8%	22%	0%	46	0%
15	CCNC(=O)c1cccc(NC(=O)c2cc(C3CC3)nc3c2cnn3C(C)C)c1	/	?	?	-8%	/	/
16	Cc1ccc(C[n+]2cc(-c3ccc(Cl)cc3)n3c2CCC3)cc1	1	0.41µM*	1µM*	6%	9	0%
17	COc1ccc(C2CC2/C(=N/O)c2ccccn2)cc1 (stereo not drawn)	21*	-49%	326%[activator]	-3%	108*	?
18	COc1ccccc1CNC(=O)CCc1nc2ccccc2c(=O)[nH]1	-1	-29%	/	3%	2	-2%
19	CCOC(=O)c1c(NC(=O)COC(=O)Cc2n[nH]c(=O)c3ccccc23)sc(C(=O)N(C)C)c1C	/	2%	-4%	5%	/	/
20	O=C(O)c1ccc(CSc2nnc(-c3cccnc3)n2-c2ccc(Br)cc2)cc1	-1	-2%	-7%	17%	-8	10%
21	O=C1CCN(Cc2ccccc2)CCN1CCSc1ccccc1	42*	147%[activator]	125%[activator]	?	41*	-3%
22	CC1=CC(C)(C)[N+](C)(C)c2ccc(C)cc21	-3	?	2.6µM*	/	10	0%
23	Cc1cc(C)n(-c2nnc3n2N=C(c2ccccc2)CS3)n1	1	10%	-10%	2%	8	1%
24	CCN(CC(=O)Nc1ccc(OC)cc1)C(=O)CCS(=O)(=O)c1ccc(C)cc1	-2	17%	30%	11%	-5	15%
25	O=C(CC(Cc1ccccc1)c1ccco1)NCc1ccco1 (stereo not drawn)	11	12%	-11%	?	19	3%
26	Cc1cccc(C)c1NC(=O)CN(C1CCCCC1)S(C)(=O)=O	2	-28%	-1%	0%	-9	12%
27	COCC(C)n1c(C)cc(C(=O)COC(=O)c2ccc3ncsc3c2)c1C (stereo not drawn)	24*	-18%	-3%	-24%	68*	9%
28	CCOC(=O)N1CCN(S(=O)(=O)c2ccc3c(c2)CCN3C(=O)C2CC2)CC1	-3	-12%	?	-16%	-5	6%
29	C=CCC(CC)C(=O)NC(=O)N1CCCc2ccccc21 (stereo not drawn)	7	-6%	0%	-19%	30*	3%
30	CCOc1ccccc1NC1=C(Cl)C(=O)N(Cc2ccccc2)C1=O	-3	/	10%	-11%	-19	2%

Entries of single compounds, quoted from the list. Values in the order: Cycloheximide cs	Pf growth 96h	Pf growth 48h	Sm TGR inh	Shiga inhibitor	Giardia FBPA inh
Entry for CC1=CC(C)(C)[N+](C)(C)c2ccc(C)cc21 : -3	?	2.6µM*	/	10	0%
Entry for CCC1CCCCN1C(=O)COc1ccc(F)cc1 (stereo not drawn) : 1	116%[activator]	1%	-1%	-8	2%
Entry for O=C(O)c1ccc(CSc2nnc(-c3cccnc3)n2-c2ccc(Br)cc2)cc1 : -1	-2%	-7%	17%	-8	10%
Entry for COCC(C)n1c(C)cc(C(=O)COC(=O)c2ccc3ncsc3c2)c1C (stereo not drawn) : 24*	-18%	-3%	-24%	68*	9%
Entry for O=C(CC(Cc1ccccc1)c1ccco1)NCc1ccco1 (stereo not drawn) : 11	12%	-11%	?	19	3%

Two records picked at random from the list so far, as already listed:
cpd	structure	Cycloheximide cs	Pf growth 96h	Pf growth 48h	Sm TGR inh	Shiga inhibitor	Giardia FBPA inh
13	Cc1ccc(CCNC(=O)C23C[C@H]4C[C@@H](C2)CC(n2nnc(C)n2)(C4)C3)cc1	41*	32%[activator]	-25%	2%	59	3%
19	CCOC(=O)c1c(NC(=O)COC(=O)Cc2n[nH]c(=O)c3ccccc23)sc(C(=O)N(C)C)c1C	/	2%	-4%	5%	/	/

Further structures follow.
cpd	structure	Cycloheximide cs	Pf growth 96h	Pf growth 48h	Sm TGR inh	Shiga inhibitor	Giardia FBPA inh
31	COc1ccc(NC(=O)C(NC(C)=O)C(=O)Nc2ccc(F)cc2)cc1 (stereo not drawn)	2	-16%	-11%	-7%	6	11%
32	CN(C)C(=O)c1c([N+](=O)[O-])ncn1C	0	4%	-1%	-2%	9	0%
33	COc1cc(CN2CCCN(C)CC2)cc([N+](=O)[O-])c1O	-1	0%	54%[activator]	?	/	?
34	CN(C(=O)CC1C(=O)NCCN1Cc1ccccc1F)C1CCOCC1 (stereo not drawn)	-2	5%	2%	?	-8	-29%
35	CCCS(=O)(=O)N1CCCC(C(=O)NCCN(CC)c2ccccc2)C1 (stereo not drawn)	-5	13µM*	?	-4%	17	12%
36	N#CCCn1cc(C(CC(=O)c2ccc(Br)cc2)C(=O)O)c2ccccc21 (stereo not drawn)	0	-23%	/	?	-10	10%
37	COc1ccc(N2CCn3c2nc2c3c(=O)n(CCCc3ccccc3)c(=O)n2C)c(OC)c1	-3	?	?	-32%	10	1%
38	Cc1ccsc1-c1nc(CSCC(=O)N2CCC3(CC2)OCCO3)c(C)o1	-6	28%	13%	0%	-22	0%
39	Cc1cccc(C)c1NC(=O)C(=O)NCCOc1ccc(Cl)cc1	-2	33%[activator]	15%	10%	-8	-1%
40	Cc1nc2n(n1)CC(O)CS2 (stereo not drawn)	-7	-12%	5%	0%	-8	-1%
41	CN(c1ccc(OCC(=O)OCc2nnc(-c3ccccc3)o2)cc1)S(=O)(=O)c1ccc(Cl)cc1	/	19%	0%	9%	/	/
42	O=C(Nc1ccccc1N1CCOCC1)c1ccc2c(c1)OCCO2	7	-10%	?	-3%	6	/
43	CCN(CC)C(=O)CSc1nc2cc(S(=O)(=O)N3CCOCC3)ccc2n1CC	-3	?	-11%	-11%	-1	/
44	C/C(=N\NC(=O)CCc1ccccc1)c1ccc(Br)cc1	2	4%	-6%	6%	4	1%
45	Cc1ccc(S(=O)(=O)N2CCCOC2CNC(=O)C(=O)NCc2ccccn2)cc1 (stereo not drawn)	-1	?	74%[activator]	-2%	-5	/
46	CCOC(=O)CC1C(=O)NCCN1C(=O)NC1CCCCC1 (stereo not drawn)	-6	/	0%	-4%	-3	1%
47	Cc1nn(C)c(Cl)c1NC(=O)OCc1ccccc1	5	11%	18%	5%	12	10%
48	Nc1c2c(nc3c1CCC3)CCCC2	-4	3.8µM*	4.8µM*	13%	-5	1%
49	O=C(O)c1ccc(C2(c3ccc(C(=O)O)cc3)OC(=O)c3ccccc32)cc1	-1	-176%	-7%	-18%	2	22%
50	CCOC(=O)c1c(NS(C)(=O)=O)sc2c1CCC(C)C2 (stereo not drawn)	-4	133%[activator]	?	-17%	-2	18%
51	Cc1ccc(-n2ncc3c(=O)n(CC(=O)N(C(C)C)C(C)C)cnc32)cc1	-2	13µM*	1%	0%	-12	-4%
52	c1ccc2c(c1)OCC(c1nnc3n1-c1ccccc1SC3)O2 (stereo not drawn)	-3	?	?	4%	-5	1%
53	Cc1ccc(CSc2nnc(C)c(=O)n2N)cc1	12*	103%[activator]	49%[activator]	1%	5	1%
54	Cc1sc2nc(C)n(/N=C/N(C)C)c(=O)c2c1C	7	?	31%[activator]	9%	-4	12%
55	CC12CCC(C(=O)NCc3ccc(Cl)cc3)(OC1=O)C2(C)C (stereo not drawn)	-8	?	/	-6%	-4	5%
56	O=C(Nc1ccc(O)c(-c2nc3ccccc3o2)c1)C1(c2ccc(Br)cc2)CCCC1	3	?	5%	1%	-3	6%
57	CSc1ccccc1NC(=O)CN(c1cccc(C)c1)S(C)(=O)=O	-4	/	-21%	1%	-3	-7%
58	COc1ccc(-c2nsc(SCC(=O)NCC3CCCO3)n2)cc1 (stereo not drawn)	32*	?	127%[activator]	-4%	65*	-4%
59	Cc1nc(CCNC(=O)COc2ccccc2)cs1	-2	9%	1%	3%	-9	6%
60	Cc1cc(C(=O)O)c(CSc2ncn[nH]2)o1	-5	-18%	13%	1%	-12	-7%

Screens as filed in PubChem BioAssay.
